KAT2A inh = inhibitors of human GCN5L2 histone acetyltransferase; Q92830; GCN5L2 HAT assay, ThioGlo1 CoA-SH fluorescence; Potency, µM (titrated, usually from 58.9 µM), inactives show at the top dose activity change, negative = inhibition, most hits filed as inhibitors; hit rate 0.21% among 390,000
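Preincubate 20nM GCN5L2 with compound 15 min, RT → add 50uM ThioGlo1 + 75uM H3(1-25) + 70uM acetyl-CoA → read fluorescence 0 and 20 min. Primary qHTS; fluorescent artifacts likely.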
FEN1 inh = human FEN1 inhibition; hit rate 0.35% among 390,000; Potency, µM (highest dose often 114 µM), for inactives: at the highest dose activity change, negative = inhibition, hits mostly inhibitors; Recombinant FEN1 flap cleavage, fluorescence, 15 min; AID 588795; note: nearly all actives have a fitted effect of over 65% in size
Target sequence (P39748 whole entry, looked up): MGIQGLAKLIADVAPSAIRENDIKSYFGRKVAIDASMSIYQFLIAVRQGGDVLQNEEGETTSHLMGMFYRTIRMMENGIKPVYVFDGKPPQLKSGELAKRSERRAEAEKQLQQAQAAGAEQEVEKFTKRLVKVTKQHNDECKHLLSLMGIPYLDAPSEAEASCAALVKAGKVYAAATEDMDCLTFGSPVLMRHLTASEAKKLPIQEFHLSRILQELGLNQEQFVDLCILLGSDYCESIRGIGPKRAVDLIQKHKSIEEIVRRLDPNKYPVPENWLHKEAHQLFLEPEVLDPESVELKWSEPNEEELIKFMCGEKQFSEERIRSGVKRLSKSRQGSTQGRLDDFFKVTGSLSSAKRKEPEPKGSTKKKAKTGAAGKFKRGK
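Quantitative HTS format: each compound was titrated, incubated with 10 nM nuclease for 15 min at room temperature, then challenged with flap substrate at 50 nM final. Signal change over 15 min gave concentration–effect curves.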
N370S GC mod = inhibitors or activators of N370S glucocerebrosidase for Gaucher disease. hit rate 0.092% among 330,000. P04062. Potency, µM (titrated, usually from 59.4 µM), without a hit: at the top dose activity change, negative = inhibition, actives largely listed as inhibitors. AID 2101. N370S GC spleen homogenate, 4MU-glucoside fluorescence;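 note: 0% = full enzyme activity and -100% = no enzyme basal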
Active calls of the source: *; ? = inconclusive; . = no result given; & = joins results of further samples; [ ] = another dose, or the depositor's remark. Calls come from the whole dose curve; as a rule, active = well fitted curve in the direction sought with a large enough effect; inconclusive = small, poorly fitted or top-dose-only effect, or another doubt; inactive = no such curve, though single readings can be large; an effect the other way counts as inactive or inconclusive. Unless noted, % is set by controls: 0 for no effect and ±100 for the full control effect; potency is the fitted concentration of half-maximal effect.

N370S GC mod,KAT2A inh,FEN1 inh,SMILES
1.6%,-25.4%,.,COC(=O)c1ccccc1NC(=O)CN1C(=O)C2CCCN2c2ncc(Cl)cc21 (stereo not drawn)
-5.2%,-19.1%,0.0%,O=[N+]([O-])c1cccc(S(=O)(=O)NCCOc2cccc3cccnc23)c1
.,-3.4%,-3.6%,O=C1CCCN1C(=O)CSc1nnnn1-c1ccccc1
-1.0%,26.6%,1.2%,O=C(CC(NC(=O)c1ccccc1Cl)c1ccccc1)NCCc1ccc(Cl)cc1 (stereo not drawn)
21.5%,-1.5%,-2.9%,CCOc1ccc(C(CC(=O)O)n2cnnn2)cc1OC (stereo not drawn)
-0.9%,-5.2%,13.1%,O=S(=O)(Nc1ccc2ccccc2n1)c1ccccc1
4.1%,-1.8%,1.8%,CC(NC(=O)c1ccc(OC2CCN(Cc3ccccn3)CC2)cc1)c1nccs1 (stereo not drawn)
26.5%,11.5%,3.6%,Clc1cccc(Cl)c1C1=NOC(c2nnc(-c3ccccc3)o2)C1 (stereo not drawn)
8.0%,-3.0%,13.4%,COCCOC(=O)C1=C(C)NC(SCC(=O)NC(C)(C)C)=C(C#N)C1c1ccco1 (stereo not drawn)
-15.5%,2.1%,-6.5%,CCn1c2ccccc2c2cc(NC(=O)c3cccc([N+](=O)[O-])c3)ccc21
.,-3.8%,15.5%,Cc1nc2nc(NC(=O)C(C)(C)C)[nH]n2c(=O)c1Cc1ccccc1
-17.2%,-8.9%,-7.6%,COc1ccc(Cl)cc1-n1c(C)cc(C(=O)OCC(=O)N2CC(=O)Nc3ccccc32)c1C

Retrieved by structure from the entries so far (two):
N370S GC mod,KAT2A inh,FEN1 inh,SMILES
21.5%,-1.5%,-2.9%,CCOc1ccc(C(CC(=O)O)n2cnnn2)cc1OC (stereo not drawn)
.,-3.4%,-3.6%,O=C1CCCN1C(=O)CSc1nnnn1-c1ccccc1

The listing continues.
N370S GC mod,KAT2A inh,FEN1 inh,SMILES
-16.1%,-9.2%,-10.4%,COc1cc(Cl)c(C)cc1NC(=O)CSc1nnc(-c2ccccn2)n1Cc1ccco1
16.0%,-6.2%,2.2%,CCOC(=O)c1c(N)c(C#N)c2n1CCCCC2
.,12.2%,0.7%,COc1ccc(C2C(=O)N(C3CCCCC3)CC(=O)N2CCc2ccc(OC)c(OC)c2)cc1 (stereo not drawn)
18.0%,-10.2%,5.8%,Cc1ccc(S(=O)(=O)N/N=C/c2ccc(OC3CSC3)cc2)cc1
?,1.6%,5.4%,Cc1ccc(C(=O)N/C(=C\c2ccccc2F)c2nc(=S)[nH][nH]2)cc1
.,-14.9%,1.0%,COc1ccc([C@H]2CC(=O)C=C(/C=C/c3ccccc3)C2)cc1
0.5%,-4.0%,1.3%,CC(C)CCNC(=O)CN(C(=O)CCC(=O)Nc1ccccn1)c1ccc2c(c1)OCCO2
-20.4%,-13.2%,3.9%,COc1ccccc1NC(=O)Cn1c(C)cc(=O)c2cccc(OC)c21
-1.3%,0.8%,-12.0%,COc1ccc(CCNC(=O)C(=O)NCCOc2ccccc2)cc1OC
-0.9%,-6.7%[0.501 µM],11.6%,O=C(NCc1cccnc1)c1cc2ccccc2oc1=O
17.8%,-0.4%,?,CCN(CC)C1=CC2=CC(=C(C#N)C#N)CCC2CC1 (stereo not drawn)
26.1%,-5.9%,-5.8%,CCOc1ccc2ccccc2c1C1NC(=S)N(C)C(C)=C1C(=O)OC (stereo not drawn)

N370S GC mod,KAT2A inh,FEN1 inh,SMILES
-7.6%,1.0%,-1.4%,O=C(NC(C(=O)c1ccccc1)N1CCOCC1)c1cccs1 (stereo not drawn)
3.6%,0.0%,2.3%,COc1ccc(-c2nnc(SCC(=O)NCc3ccco3)n2C)cc1
.,2.1%,-23.8%,COc1ccc(-c2cc(C(F)(F)F)n3nc(C(=O)NCC45CC6CC(CC(C6)C4)C5)cc3n2)cc1
?,-7.9%,15.2%,CC1CCCN(c2nc3nonc3nc2N2CCCC(C)C2)C1 (stereo not drawn)
-11.7%,?,-22.0%,CC1CCN(CC(=O)Nc2ccc(S(=O)(=O)N3C(C)CCCC3C)cc2)CC1 (stereo not drawn)
-2.4%,-3.3%,.,CCN(CC)c1ccc(/C=C(\C#N)c2nc(-c3cccs3)c(NC(C)=O)s2)cc1
11.9%,3.9%,-5.8%,COC(=O)c1ccc(COc2ncnc3c(Cl)cc(Cl)cc23)o1
4.8%,-2.5%,.,O=P(O)(CN1CCCCCC1)C1Cc2ccccc2C1
6.1%,-3.9%,24.2%,Cc1onc(-c2c(F)cccc2Cl)c1C(=O)N1CCN(c2ncccn2)CC1
9.8%,-6.1%,.,N[C@@]1(C(=O)O)CN[C@@H](C(=O)O)C1
-12.6%,-14.8%&-3.8%,-15.3%&16.2%,CC(=O)c1cccc(NC(=O)C2=CC(c3ccc4c(c3)OCO4)=NS(=O)(=O)N2C)c1
2.2%,-2.5%,-12.3%,Cc1ccccc1NC(=O)/C(C#N)=C/c1ccccc1C(F)(F)F

N370S GC mod,KAT2A inh,FEN1 inh,SMILES
3.9%,-3.0%,-5.2%,O=C(COC(=O)c1ccc(F)cc1F)c1ccc[nH]1
.,-8.2%,0.6%,COc1cccc(OC)c1C(=O)OCc1c(-c2ccccc2)ncc2ccccc12
0.2%,-2.1%,-2.2%,CCOCc1nnc(NC(=O)c2cc(Cl)ccc2OC)s1
.,7.7%,1.8%,CCN(CC)C(=O)Cn1c(=O)n(Cc2ccc(C(=O)NCc3ccccc3Cl)cc2)c(=O)c2ccccc21
-2.7%,-8.4%,-18.4%,CCCc1nc(SCC(=O)Nc2ccc(S(=O)(=O)N(C)C)cc2)c2ccccc2n1
1.0%,-2.6%,-4.6%,O=C(c1cccc(S(=O)(=O)NCc2ccccc2)c1)N1CCCC(C(F)(F)F)C1 (stereo not drawn)
-0.8%,-6.5%,-15.6%,C=CCOc1ccc(/C=N/NC(=O)C2CCCC2)cc1OCC
-21.2%,0.8%,-11.1%,CCCCC(=Nc1ccc(N)cc1)C1=C(O)C(C(=O)OC)C(C)(C)CC1=O (stereo not drawn)
-11.3%,-13.2%,-15.7%,Cc1cc2nccc(-c3ccc(Cl)cc3Cl)n2n1
-2.5%,1.9%,2.3%,Cn1cc(-c2ccno2)c(C(=O)O)n1
5.8%,-0.8%,0.5%,CCn1c(-c2cc3ccccc3cc2O)n[nH]c1=S
-5.5%,3.6%,1.4%,Cc1ccc(OC2CCN(C(=O)C3CCC(=O)N(C4CC4)C3)CC2)cc1 (stereo not drawn)

N370S GC mod,KAT2A inh,FEN1 inh,SMILES
.,-5.1%,1.5%,Cc1cccc(CCNC(=O)c2cc3c(=O)n(C)c4ccccc4c3n2C)c1
.,-0.1%,1.2%,Cc1ccc(C(=O)N2CCc3cc(CNC(=O)CCc4ccccc4)ccc32)cc1
17.0%,1.0%,4.4%,CCCCc1ccc(-c2c(C#N)c(N)nc3c2CCCC3)s1
-6.2%,-2.0%,-6.2%,Cc1ccc(C(=O)ON=C2CCN(c3ccc([N+](=O)[O-])cc3)CC2)cc1
.,-10.2%,-11.9%,CCn1c2ccccc2c2nnc(SCC(=O)O)nc21
.,-0.3%,1.2%,CCC(c1nnc(SC(C)C(=O)NC2CC2)n1-c1ccc(OC)cc1)N(C)C (stereo not drawn)
-18.0%,0.0%,-7.7%,Cc1ccc2c(c1)C(=O)C(=O)N2CCCOc1ccccc1
.,-2.5%,0.5%,Cc1ccc(-c2nc(S(=O)(=O)c3ccc(C)cc3)c(N3CCCCCC3)o2)cc1
-4.6%,-5.2%,-9.3%,O=C(NC1CCNCC1)C1CC1
-2.3%,-6.8%,9.1%,CC(C)C(=O)Nc1cccc2nsnc12
-9.8%,0.5%,-1.0%,Cc1nnc(SCC(=O)Nc2c(Cl)cccc2Cl)n(N)c1=O
-6.0%,2.1%,-8.2%,CCN(CC)S(=O)(=O)c1cc([N+](=O)[O-])ccc1NNC(=O)Nc1ccccc1

Complete entries, quoted from the list. Values in the order: N370S GC mod	KAT2A inh	FEN1 inh
Cc1ccc2c(c1)C(=O)C(=O)N2CCCOc1ccccc1 is entered as -18.0%	0.0%	-7.7%
Cc1ccc(C(=O)N2CCc3cc(CNC(=O)CCc4ccccc4)ccc32)cc1 is entered as .	-0.1%	1.2%
CCCCc1ccc(-c2c(C#N)c(N)nc3c2CCCC3)s1 is entered as 17.0%	1.0%	4.4%
Cc1ccc(C(=O)ON=C2CCN(c3ccc([N+](=O)[O-])cc3)CC2)cc1 is entered as -6.2%	-2.0%	-6.2%

Next records
N370S GC mod,KAT2A inh,FEN1 inh,SMILES
-5.6%,22.3%,5.0%,Cn1c2c(c3ccccc31)CCN1CCC[C@]21c1ccccc1
2.1%,-3.9%,-10.5%,O=c1[nH]c2ccc(S(=O)(=O)N3CCC(Cc4ccccc4)CC3)cc2o1
-8.0%,1.8%,10.3%,O=C(Cc1ccccc1)Nc1ccc(N2CCOCC2)cc1
-21.0%,?,6.7%,Cc1cc(N2CCN(C)CC2)nc2ccc(NC(=S)N3CCCCC3)cc12
-2.8%,0.3%,6.9%,Cc1ccccc1NC(=O)CN1CCN(Cc2ccccc2)CC1
-17.0%,?,-0.4%,CCCCSc1ncnc2[nH]ncc12
.,-16.7%,-11.9%,CC(C)(C)c1ccc(C2Sc3ccccc3NC3=C2C(=O)c2ccccc23)cc1 (stereo not drawn)
2.7%,-4.0%,-5.0%,CSCC[C@H](Nc1ncnc2sc(C)c(C)c12)C(=O)O
-3.2%,-0.8%,0.8%,CCCOc1ccc(/C=N/Nc2ccccc2[N+](=O)[O-])c(O)c1
-5.4%,-4.7%,-17.5%,CCN(c1ccccc1)S(=O)(=O)c1ccc(Cl)c(NC(=O)CN2CCCCCC2)c1
-22.6%,-3.4%,-2.6%,COc1ccc(-n2c(C)c(C)c3c(N)ncnc32)cc1
.,-7.5%,3.5%,O=C(O)c1cc(S(=O)(=O)N2CCOCC2)c[nH]1

N370S GC mod,KAT2A inh,FEN1 inh,SMILES
-3.6%,-2.5%,-13.2%,COc1ccccc1COC(=O)N/C=C/c1ccco1
-7.6%,-1.2%,5.3%,CCn1c(C(O)c2ccc(C)cc2)nc2ccccc21 (stereo not drawn)
.,-6.1%,3.0%,Cc1c(C(=O)N2CCCCC2)oc2ccccc12
.,-0.5%,1.6%,CCc1ccccc1N1C(=O)N(CC(=O)c2ccc(Cl)cc2)c2ccccc2S1(=O)=O
-5.4%,-20.9%,2.8%,CC1CC(C)CN(CCCNC(=O)C2CCCN(c3nnc(N4CCCC4=O)s3)C2)C1 (stereo not drawn)
-8.2%,-8.3%,3.3%,Cc1ccc(N(C(=O)Cc2cccs2)C2C=CS(=O)(=O)C2)cc1Cl (stereo not drawn)
-2.9%,-5.1%,-6.0%,Cc1cccc(/C=N/NC(=O)c2ccc(NC(=O)c3ccccc3C)cc2)n1
3.1%,-7.7%,10.5%,O=C(CCS(=O)(=O)c1ccccc1)Nc1ccccc1-c1nc2ccccc2s1
-5.5%,0.5%,16.8%,Cc1ccccc1C(=O)NC1CC2CCCC(C1)N2Cc1ccccc1 (stereo not drawn)
9.3%,-24.0%,1.1%,C=CCn1c(SC2CCOC2=O)nc2scc(C3CC3)c2c1=O (stereo not drawn)
-3.3%,-18.2%,-3.4%,Cc1ccc(NC(=O)COc2ccc(S(=O)(=O)N3CCOCC3)cc2)cc1
-5.3%,-2.7%,3.3%,O=C(NCCCn1ccnc1)Nc1ccc(Cl)c(Cl)c1

Some of these compounds in order of the FEN1 inh value, high to low.
N370S GC mod,KAT2A inh,FEN1 inh,SMILES
.,-8.2%,0.6%,COc1cccc(OC)c1C(=O)OCc1c(-c2ccccc2)ncc2ccccc12
-9.8%,0.5%,-1.0%,Cc1nnc(SCC(=O)Nc2c(Cl)cccc2Cl)n(N)c1=O
-15.5%,2.1%,-6.5%,CCn1c2ccccc2c2cc(NC(=O)c3cccc([N+](=O)[O-])c3)ccc21

New compounds follow.
N370S GC mod,KAT2A inh,FEN1 inh,SMILES
-4.1%,-5.1%,-0.8%,Cc1ccc(C)c(S(=O)(=O)N2CCC(c3nc4c(nnn4Cc4ccc5c(c4)OCCO5)c(=O)[nH]3)CC2)c1
.,-16.5%,-5.9%,COC(=O)c1cccc(CN2C(=O)SC(Nc3ccccc3C)C2=O)c1 (stereo not drawn)
21.3%,-12.7%,0.3%,CN(C(=O)c1sc2nc(N3CCCC3)c3c(c2c1N)CC(C)(C)OC3)c1ccccc1
3.6%,-4.8%,0.0%,Cc1cc(C)cc(OC(C)C(=O)NCCCn2ccnc2)c1 (stereo not drawn)
-8.4%,-4.9%,0.4%,CCCCCOC(=O)NC1CCS(=O)(=O)C1 (stereo not drawn)
1.6%,15.9%,-16.3%,NC(=O)CC(NC(=O)Cc1ccc(Br)cc1)c1ccc(N2CCC(Br)CC2)c([N+](=O)[O-])c1 (stereo not drawn)
.,-2.1%,10.8%,CCOc1ccc2oc(=O)cc(CN3CCN(c4ccc(Cl)cc4)CC3)c2c1
-2.7%,-10.1%,-11.2%,CCn1c(O)c(N=NC2=NC(=O)CS2)c2ccccc21
.,-2.7%,-23.7%,Cc1cc(-c2ccc(C)c(S(=O)(=O)Nc3ccc(C)c(N(C)C)c3)c2)on1
-16.9%,-1.2%,1.1%,CCOc1cc(CNC(C)(C)C)ccc1OCC(=O)Nc1cccc(C(F)(F)F)c1
